LDHA inh – qHTS assay for inhibitors of human lactate dehydrogenase; L-lactate dehydrogenase A chain (Homo sapiens), P00338; purified LDHA, NADH/diaphorase-resazurin fluorescence; active compounds read low; activity change, % (values are at about 110 or 230 µM); hit rate 0.15% among 480,000; AID 1347041, 2019; in the data active = activity change below about -30%; inconclusive = mostly about -25% to -30%;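 note: plate controls were DMSO wells for no effect and wells without enzyme for full effect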
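Remaining NADH was detected by diaphorase (0.133 mg/mL) converting 37 µM resazurin to fluorescent resorufin, read at 0 and 20 minutes. The preceding 5-minute room-temperature reaction used 2 nM LDHA, 0.2 mM sodium pyruvate and 0.06 mM NADH at pH 7.4.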
Vif-APOBEC3G blk – qHTS for Inhibitors of Vif-A3G Interactions: qHTS; DNA dC->dU-editing enzyme APOBEC-3G (Homo sapiens), Q9HC16; HeLa A3G-eYFP + Vif (tagged APOBEC3G with the HIV-1 protein that degrades it), YFP fluorescence, overnight; Potency, µM (doses to about 46.1 µM), without a hit: at the top dose activity, negative = active, usual class: inhibitors; hit rate 0.076% among 410,000; AID 602310, 2012;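 note: potency is the fitted concentration of half-maximal effect; % is set by controls: 0 for no effect and ±100 for the full control effect; nearly all actives have a fitted effect of over 60% in size; hits raise eYFP signal because A3G escapes Vif-driven loss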
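HeLa cells stably expressing Vif and C-terminally eYFP-tagged A3G, seeded overnight at 37 deg C, then exposed to compound by pintool overnight at 37 deg C. Rise in yellow fluorescence (Ex 488/Em 500-530, Acumen) marks blocked Vif-driven A3G degradation.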
D2 antag – HTS Assay for Allosteric Antagonists of the Human D2 Dopamine Receptor: Primary Screen for Antagonists | D(2) dopamine receptor (Homo sapiens), P14416 | HEK293 TREx D2 cells, calcium flux, dopamine EC80 | inhibition, % at 10 µM | hit rate 2% among 340,000 | AID 485344, 2010; in the data active = inhibition above about 30%; note: 0% is about no effect
Target sequence (P14416 whole entry, looked up): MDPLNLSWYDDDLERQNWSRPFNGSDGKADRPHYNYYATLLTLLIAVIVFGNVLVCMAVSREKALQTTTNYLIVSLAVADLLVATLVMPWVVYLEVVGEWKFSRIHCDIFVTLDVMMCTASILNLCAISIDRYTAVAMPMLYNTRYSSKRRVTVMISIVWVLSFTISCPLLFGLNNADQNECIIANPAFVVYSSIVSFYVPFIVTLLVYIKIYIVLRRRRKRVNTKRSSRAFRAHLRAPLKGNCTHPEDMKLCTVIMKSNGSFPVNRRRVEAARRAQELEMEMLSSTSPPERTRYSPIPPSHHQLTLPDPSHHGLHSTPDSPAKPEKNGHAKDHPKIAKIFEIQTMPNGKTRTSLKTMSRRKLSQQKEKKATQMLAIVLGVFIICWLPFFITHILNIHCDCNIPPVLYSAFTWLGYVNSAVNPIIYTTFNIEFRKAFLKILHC
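Tetracycline-induced HEK293 T-REx cells expressing D2 force-coupled to calcium signalling were dye-loaded, exposed to compound for 180 s, then challenged with an EC80 of dopamine; calcium flux was followed kinetically for a further 180 s.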
ERG Ets-DNA blk – qHTS for Small Molecule Inhibitors of the ERG Ets/DNA interaction; AID 624246, 2012; Transcriptional regulator ERG (Homo sapiens), P11308; Potency, µM (top dose mostly 76.9 µM), without a hit: at the highest dose FP activity, negative = inhibition, hits mostly inhibitors; fluorescence polarization, His-ERG Ets domain / labelled DNA; hit rate 0.028% among 370,000; active = well fitted inhibition curve with a large enough effect in the polarisation, with a control signal flat; inconclusive = small, poorly fitted or top-dose-only effect, or effect the other way, or a change in a side signal; inactive = no such curve, though single readings can be large or run the other way; the % refers to the polarisation;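 note: polarization taken with two DNA probes labelled with fluorescein and Texas red; potency is the fitted concentration of half-maximal effect; % of control where 0% means no effect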
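His-tagged ERG Ets domain (1 uM in the protein solution; 300mM KCl, 50mM Tris-HCl, 1mM EDTA, 1mM DTT, pH 7.5) received compound, then a probe mix of 5 nM fluorescein-DNA and 100nM Texas-615-DNA. Fluorescence polarization was read for both dyes.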
D2 ag – HTS Assay for Allosteric Agonists of the Human D2 Dopamine Receptor: Primary Screen for Agonists | D(2) dopamine receptor (Homo sapiens), P14416 | HEK293 T-REx D2 cells, calcium flux agonist mode | activation, % at 2 µM | hit rate 0.53% among 340,000 | AID 485358, 2010;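 active = activation over 3 SD above normal in the single-dose calcium agonist read, cut at about 30% in these data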; note: 0% is about no effect
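Calcium-flux readout, 1 cycle/sec over 180 s following compound pin transfer, in inducible HEK293 Trex D2 cells (force-coupled); dopamine controls included. Positive calcium responses during this window marked compounds as potential agonists.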
12-LOX inh – Primary qHTS assay for inhibitors of human arachidonate 12S-lipoxygenase (ALOX12): Round 2. Potency, µM (titrated, usually from 108 µM), inactives show at the highest dose activity change, negative = inhibition, actives largely listed as inhibitors. purified 12hLO, xylenol orange hydroperoxide absorbance. Polyunsaturated fatty acid lipoxygenase ALOX12 (Homo sapiens), P18054. hit rate 1.1% among 580,000; note: potency is the fitted concentration of half-maximal effect; % is set by controls: 0 for no effect and ±100 for the full control effect
Target sequence (P18054 whole entry, looked up): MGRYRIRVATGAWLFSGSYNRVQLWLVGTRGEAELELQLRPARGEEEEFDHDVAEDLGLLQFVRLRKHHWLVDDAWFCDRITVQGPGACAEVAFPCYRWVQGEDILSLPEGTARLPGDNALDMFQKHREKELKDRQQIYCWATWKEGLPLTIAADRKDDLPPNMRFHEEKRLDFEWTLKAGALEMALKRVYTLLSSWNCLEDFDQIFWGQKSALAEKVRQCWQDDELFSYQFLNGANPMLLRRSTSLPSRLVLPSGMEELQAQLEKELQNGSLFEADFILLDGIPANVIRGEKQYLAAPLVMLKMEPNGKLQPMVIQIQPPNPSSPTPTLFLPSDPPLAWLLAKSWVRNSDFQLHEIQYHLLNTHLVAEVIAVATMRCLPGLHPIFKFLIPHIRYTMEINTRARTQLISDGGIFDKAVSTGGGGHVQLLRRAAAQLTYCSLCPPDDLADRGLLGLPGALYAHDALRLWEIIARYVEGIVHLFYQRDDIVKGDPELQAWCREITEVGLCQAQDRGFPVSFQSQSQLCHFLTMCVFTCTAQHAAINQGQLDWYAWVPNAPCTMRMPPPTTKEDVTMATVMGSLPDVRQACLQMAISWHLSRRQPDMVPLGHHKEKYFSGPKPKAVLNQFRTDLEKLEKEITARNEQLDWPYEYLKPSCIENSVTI
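Purified human 12hLO at 150 nM in 25 mM Hepes, 0.01% Triton X-100, pH 7.0, preincubated 15 min at room temperature with compound. Reaction started with 40 uM arachidonic acid, 30 min at room temperature. Hydroperoxide measured by Fe-xylenol orange, 573/405 nm absorbance ratio.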
Vif-APOBEC3F blk – qHTS for Inhibitors of Vif-A3F Interactions: qHTS; Potency, µM (doses to about 46.1 µM), for inactives: top-dose activity, negative = active; AID 602313, 2012; HeLa A3F-eYFP + Vif (tagged APOBEC3F with the HIV-1 protein that degrades it), YFP fluorescence increase; hit rate 0.2% among 390,000; note: potency is the fitted concentration of half-maximal effect; % of control where 0% means no effect; nearly all actives have a fitted effect of over 65% in size
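Fluorescence increase (Ex 488/Em 500-530) after overnight compound treatment at 37 deg C flags inhibition of Vif-driven A3F-eYFP loss in stable HeLa A3F-eYFP/Vif cells seeded overnight beforehand.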
GRP78 ERSR act – qHTS for Inducers of the Endoplasmic Reticulum Stress Response (ERSR) in Human Glioma: qHTS; U87-MG GRP78 promoter luciferase reporter, 16 h; Potency, µM, inactives show top-dose activation, most hits filed as activators; hit rate 0.02% among 420,000; note: potency is the fitted concentration of half-maximal effect; series mostly up to about 76 µM; % of control where 0% means no effect; nearly all actives have a fitted effect of over 35% in size
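Stably transfected U87-MG glioma cells carrying a GRP78-based luciferase sensor; 16 h compound incubation. Luminescence end-point read 10 min after Bright-Glo addition at room temperature.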
RGS4 inhibitor – Inhibitors of Regulator of G Protein Signaling (RGS) 4: qHTS. hit rate 0.039% among 390,000. Potency, µM (highest dose often 114 µM), for inactives: at the top dose activity change, negative = inhibition, actives largely listed as inhibitors. Regulator of G-protein signaling 4 (Homo sapiens), P49798. Transcreener GDP fluorescence polarization, RGS4-accelerated GTP hydrolysis; note: potency is the fitted concentration of half-maximal effect; % is set by controls: 0 for no effect and ±100 for the full control effect; nearly all actives have a fitted effect of over 75% in size; some results filed as inactive show a strong effect at the top dose
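MLSMR compounds (23 nl, pin-transferred) preincubated 10 min at room temperature with a 500nM (2x) first reagent, then RGS4 at 900nM (2x) plus Transcreener GDP mix added; fluorescence polarization (620/688 nm) read before and after 90 min at 30 °C.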
* marks the source's active call; other numbers are inactive results; & = joins results of further samples; [ ] = remark or other dose. Unless noted, calls come from the whole dose curve; as a rule, active = well fitted curve in the direction sought with a large enough effect; inconclusive = small, poorly fitted or top-dose-only effect, or another doubt; inactive = no such curve, though single readings can be large; an effect the other way counts as inactive or inconclusive. Only part of the results is shown; count on the stated rates, not on these rows.

Screening CCN(CC)S(=O)(=O)c1cccc(-c2nnc(SC(C)C(=O)NCCC3=CCCCC3)o2)c1 (configuration not stated) returned LDHA inh -8, Vif-APOBEC3G blk 3%, D2 antag -13, ERG Ets-DNA blk -1%, D2 ag 0.5, 12-LOX inh -22%, Vif-APOBEC3F blk 3%, GRP78 ERSR act 1% and RGS4 inhibitor -21%.
For CC1CCCCC1NC(=O)COc1ccccc1C#N (configuration not stated) the results were LDHA inh 0, Vif-APOBEC3G blk 2%, D2 antag 17, ERG Ets-DNA blk 5%, D2 ag 0.2, 12-LOX inh 7%, Vif-APOBEC3F blk -1%, GRP78 ERSR act 1% and RGS4 inhibitor -129%.
COc1ccc(NC(=O)/C=C/c2c(Cl)nc3ccccn23)cc1 was read as LDHA inh -2, Vif-APOBEC3G blk -12%, D2 antag 9, ERG Ets-DNA blk -14%, D2 ag -0.1, 12-LOX inh 0%, Vif-APOBEC3F blk -1%, GRP78 ERSR act 1% and RGS4 inhibitor 10%.
`CCCC(=O)Nc1ccc(N2CCN(C(=O)c3cccs3)CC2)cc1` gave LDHA inh -1, Vif-APOBEC3G blk 2%, ERG Ets-DNA blk 2%, 12-LOX inh 5%, Vif-APOBEC3F blk 4%, GRP78 ERSR act -4% and RGS4 inhibitor 0%.
Screening CCCCCn1c(N2CCCC2)nc2c1c(=O)n(C)c(=O)n2C returned LDHA inh -2, Vif-APOBEC3G blk -2%, D2 antag -8, ERG Ets-DNA blk 12%, D2 ag -0.1, 12-LOX inh 0%, Vif-APOBEC3F blk 0%, GRP78 ERSR act -6% and RGS4 inhibitor 9%.
COc1ccc(Nc2oc(COc3ccc(OC)cc3)nc2C#N)cc1 was read as LDHA inh 0&0, Vif-APOBEC3G blk -8%, D2 antag -5, ERG Ets-DNA blk 0%, D2 ag -0.9, 12-LOX inh inconclusive, Vif-APOBEC3F blk 3%, GRP78 ERSR act -6% and RGS4 inhibitor 6%.
COc1ccc(CNS(=O)(=O)CCNCc2ccco2)cc1 was read as LDHA inh -12, Vif-APOBEC3G blk 1%, ERG Ets-DNA blk 3%, 12-LOX inh -8%, Vif-APOBEC3F blk 2%, GRP78 ERSR act 0% and RGS4 inhibitor 0%.
Cc1ccc(NC(=O)c2ccc(Cn3cc(Br)cn3)o2)cc1 was read as LDHA inh 0, Vif-APOBEC3G blk 2%, D2 antag -7, ERG Ets-DNA blk -4%, D2 ag 0.3, 12-LOX inh inconclusive, Vif-APOBEC3F blk -5%, GRP78 ERSR act -4% and RGS4 inhibitor 28%[56.9 µM].
For O=C1[C@H](c2ccccc2)[C@@H](c2ccccc2)N1c1ccncc1 the results were LDHA inh -2, Vif-APOBEC3G blk -6%, ERG Ets-DNA blk -11%, 12-LOX inh 0%, Vif-APOBEC3F blk 3%, GRP78 ERSR act 3% and RGS4 inhibitor -21%.
For Cc1ccc2c(c1)sc(=NC(=O)c1cccs1)n2C the results were LDHA inh -3, Vif-APOBEC3G blk -5%, D2 antag -5, ERG Ets-DNA blk -6%, D2 ag -0.5, 12-LOX inh -6%, Vif-APOBEC3F blk -8%, GRP78 ERSR act -14% and RGS4 inhibitor -1%.
Fc1ccccc1NC(=S)NNc1ncc(C(F)(F)F)cc1Cl was read as LDHA inh -2, Vif-APOBEC3G blk 0%, D2 antag 6, ERG Ets-DNA blk 0%, D2 ag 4.7, 12-LOX inh -24%, Vif-APOBEC3F blk 3%, GRP78 ERSR act -12% and RGS4 inhibitor -23%.
`O=C(Nc1ccc2nc3n(c(=O)c2c1)CCCC3)c1cccnc1Cl` gave LDHA inh 2, Vif-APOBEC3G blk -1%, ERG Ets-DNA blk 11%, 12-LOX inh 0%, Vif-APOBEC3F blk -1%, GRP78 ERSR act -5% and RGS4 inhibitor inconclusive.
`COc1ccc(-n2nnnc2S(=O)(=O)Cc2ccc(C(=O)O)cc2)cc1` gave LDHA inh 3, Vif-APOBEC3G blk inconclusive, D2 antag 10, ERG Ets-DNA blk -10%, D2 ag 1.1, 12-LOX inh -33%, Vif-APOBEC3F blk 3%, GRP78 ERSR act -11% and RGS4 inhibitor -32%.
For Cc1ccc(-n2ncc3c(=O)n(Cc4cccc(C(F)(F)F)c4)cnc32)cc1C the results were LDHA inh -14, Vif-APOBEC3G blk 1%, ERG Ets-DNA blk -2%, D2 ag 0.3, 12-LOX inh -29%, Vif-APOBEC3F blk 1%, GRP78 ERSR act 0% and RGS4 inhibitor -9%.
`O=C(NCCCN1CCOCC1)C(=O)NCC1OCCN1S(=O)(=O)c1ccc(F)cc1` (configuration not stated) gave LDHA inh 0, Vif-APOBEC3G blk -5%, ERG Ets-DNA blk -3%, 12-LOX inh 0%, Vif-APOBEC3F blk -3%, GRP78 ERSR act 0% and RGS4 inhibitor 13%.
For O=S(=O)(c1ccccc1)c1nc(-c2cccs2)oc1SCc1ccccc1Cl the results were LDHA inh 4, Vif-APOBEC3G blk -3%, ERG Ets-DNA blk -2%, D2 ag 1.7, 12-LOX inh -30%, Vif-APOBEC3F blk 3%, GRP78 ERSR act -4% and RGS4 inhibitor 1%.
Cc1ccc(N2CCCC2=O)cc1S(=O)(=O)N1CCOCC1 was read as LDHA inh -2, Vif-APOBEC3G blk -1%, D2 antag -10, ERG Ets-DNA blk 13%, D2 ag 0.7, 12-LOX inh -9%, Vif-APOBEC3F blk 2%, GRP78 ERSR act 1% and RGS4 inhibitor -6%.
CC1CCCCN1S(=O)(=O)c1ccc2[nH]c(=O)cc(C(=O)NCCCN3CCCCCC3)c2c1 (configuration not stated) was read as LDHA inh -4, Vif-APOBEC3G blk 0%, D2 antag -5, ERG Ets-DNA blk -1%, D2 ag -0.2, 12-LOX inh -6%, Vif-APOBEC3F blk -4%, GRP78 ERSR act -5% and RGS4 inhibitor -19%.
For OC1(c2ccc(OC(F)F)cc2)CSC(=Nc2cccnc2)N1Cc1ccco1 (configuration not stated) the results were LDHA inh 0, Vif-APOBEC3G blk 1%, D2 antag 11, ERG Ets-DNA blk 62%[activator], D2 ag 0.4, 12-LOX inh -1%, Vif-APOBEC3F blk 3%, GRP78 ERSR act -7% and RGS4 inhibitor -6%.
For COc1cc(/C(C)=N/NC(=O)C(O)(c2ccccc2)c2ccccc2)ccc1O the results were LDHA inh -1, Vif-APOBEC3G blk -5%, D2 antag -9, ERG Ets-DNA blk -13%, D2 ag 1.5, 12-LOX inh 13%, Vif-APOBEC3F blk -12%, GRP78 ERSR act 1% and RGS4 inhibitor -47%.
Screening Cc1ccc(NC(=S)NN(C)c2nc(C)cnc2C)cc1 returned LDHA inh -11, Vif-APOBEC3G blk 1%, ERG Ets-DNA blk -5%, 12-LOX inh -4%, Vif-APOBEC3F blk 1%, GRP78 ERSR act -1% and RGS4 inhibitor 1%.
For COc1ccc([C@H]2CC(=O)C=C(c3ccc(CO)cc3)C2)cc1 the results were LDHA inh -2, Vif-APOBEC3G blk -7%, D2 antag 1, ERG Ets-DNA blk 2%, D2 ag 0.5, 12-LOX inh 14%, Vif-APOBEC3F blk 1%, GRP78 ERSR act 0% and RGS4 inhibitor inconclusive.
For CCc1c(C)[nH]c(C(=O)OCc2ccccc2)c1C the results were LDHA inh -6, Vif-APOBEC3G blk -10%, D2 antag -7, ERG Ets-DNA blk -2%, D2 ag 0.3, 12-LOX inh -6%, Vif-APOBEC3F blk -5%, GRP78 ERSR act 5% and RGS4 inhibitor 9%.
C[C@@H]1CCCCCCCCC(=O)OCCN(C(=O)OC(C)(C)C)[C@H](C)CCCCCCCCC(=O)OCCN(C(=O)OC(C)(C)C)[C@H](C)CCCCCCCCC(=O)OCCN1C(=O)OC(C)(C)C was read as LDHA inh -1, Vif-APOBEC3G blk 4%, ERG Ets-DNA blk 0%, Vif-APOBEC3F blk -1%, GRP78 ERSR act -3% and RGS4 inhibitor -4%.
For S=c1[nH]nc(-c2ccc(Cl)cc2Cl)n1-c1ccc(Cl)cc1 the results were LDHA inh -3, Vif-APOBEC3G blk -2%, D2 antag -1, ERG Ets-DNA blk 9%, D2 ag -1.1, 12-LOX inh 13µM*, Vif-APOBEC3F blk -3%, GRP78 ERSR act -3% and RGS4 inhibitor -32%.
O=C(/C=C/c1ccc2c(c1)S(=O)(=O)N(Cc1ccccc1)[C@H]2CC(=O)N1CCOCC1)N1CCOCC1 was read as LDHA inh -8, Vif-APOBEC3G blk 2%, ERG Ets-DNA blk 2%, 12-LOX inh -8%, Vif-APOBEC3F blk 1%, GRP78 ERSR act -3% and RGS4 inhibitor -32%.
